# dFosB act = mouse delta FosB homodimer activation. P13346. purified delta FosB, TAMRA-CDK5 oligo fluorescence polarization; percent of positive-control signal above neutral wells. activation, % at 25 µM. actives 0.99% (n = 340,000);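 active means mean activation above about 17%, with every replicate also reaching it, limit read from the data, passing the limit was not always enough; inconclusive means only one of the two conditions met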;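 further: fluorescence polarization rise as delta FosB binds a TAMRA Cdk5 AP-1 oligo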
# CAL PDZ FP-1 = CAL PDZ (human) peptide binding inhibition; Q9HD26; purified CAL PDZ, TMR-peptide fluorescence polarization, 1 h; inhibition, % at 24.9 µM; actives 0.92% (n = 300,000); AID 602252;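 active means mean inhibition of at least 30% with at least half of replicates also reaching 30%; inconclusive means no clear call, values can overlap the other calls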;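 further: 0% = DMSO neutral control and 100% = excess unlabeled competitor peptide PRC23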
# CDK5 inh = CDK5/p35 (human) kinase inhibition; Recombinant CDK5/p35, ADP-Glo luminescence, 60 min; inhibition, % at 10 µM; actives 0.01% (n = 330,000);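 active means highest replicate inhibition of at least 50% and at least 75% of replicates reaching 50%; inconclusive means only one of the two criteria met; inactive means both criteria failed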;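 further: plate controls were DMSO neutral control for no effect and GW8510 at 10 µM for full effect; many of its hits are not listed in these tables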
# Target sequence (Q00535 whole entry, looked up): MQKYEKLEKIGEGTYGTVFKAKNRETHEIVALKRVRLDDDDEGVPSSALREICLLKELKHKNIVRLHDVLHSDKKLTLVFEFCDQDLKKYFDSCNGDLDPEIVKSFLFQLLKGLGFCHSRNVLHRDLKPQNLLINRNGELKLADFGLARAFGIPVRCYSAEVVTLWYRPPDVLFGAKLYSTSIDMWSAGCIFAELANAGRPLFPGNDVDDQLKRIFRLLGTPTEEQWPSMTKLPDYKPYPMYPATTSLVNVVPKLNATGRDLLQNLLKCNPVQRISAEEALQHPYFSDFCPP
# Target sequence (Q15078 whole entry, looked up): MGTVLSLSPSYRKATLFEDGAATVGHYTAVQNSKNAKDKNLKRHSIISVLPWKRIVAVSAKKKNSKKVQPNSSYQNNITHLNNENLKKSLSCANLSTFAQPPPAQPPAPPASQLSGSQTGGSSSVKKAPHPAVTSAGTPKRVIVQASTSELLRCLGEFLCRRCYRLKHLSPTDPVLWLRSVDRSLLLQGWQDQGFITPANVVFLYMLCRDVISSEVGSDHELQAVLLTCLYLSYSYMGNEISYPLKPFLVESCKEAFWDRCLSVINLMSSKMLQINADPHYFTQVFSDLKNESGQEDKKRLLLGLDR
# RTF Ca sens act = increases calcium sensitivity of human cardiac regulated thin filaments; actives 0.24% (n = 340,000); IANBD-labeled TnC RTF fluorescence at EC20 calcium; 0% EC20 calcium, 100% full calcium; activation, % at 7.2 µM; AID 493008;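 active means activation above the mean over all tested compounds plus 3 SD, cut at about 30% in these data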;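 further: rise in fluorescence read as greater calcium sensitivity of cardiac thin filaments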
# CAL PDZ FP-2 = inhibitors of human CAL PDZ peptide binding | AID 504414 | purified CAL PDZ, TMR-peptide fluorescence polarization, 1 h | actives 0.02% (n = 330,000) | inhibition, % at 20 µM | Q9HD26;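 active means highest replicate inhibition of at least 40%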;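 further: plate controls were DMSO neutral control wells for no effect and unlabeled competitor peptide control wells for full effect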
#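 Material: tagged CAL PDZ domain; buffer or medium: 25 mM sodium phosphate pH 7.4, 150 mM NaCl, TCEP, IgG, Thesit; compound dosing: single point, 20 µM; schedule: 1 h incubation at room temperature before polarization reading; measured by: FP readout, S and P plane fluorescence; read-out basis: percent inhibition from loss of millipolarization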
# Wnt bcat act = activators of Wnt/beta-catenin signaling; Wnt/beta-catenin reporter cell assay, activator, plate reader; AID 743398; actives 1.2% (n = 300,000); activation, % at 9.35 µM; in the data active means activation above about 30%, passing the limit was not always enough; inconclusive means no clear call, values can overlap the other calls;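 further: 0% = neutral control wells and 100% = positive control wells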
# V-ATPase pH = regulators of yeast V-ATPase proton transport; response, % at 10 µM; actives 0.37% (n = 350,000); S. cerevisiae, pHLuorin cytosolic pH fluorescence; in the data active means response mostly above about 7.3%, no sharp cut-off; inactive means mostly below about 5.4%; further: actives read high; inactives centre near 0; some compounds called inactive have numbers as strong as hits; reference of the scale not given here
# Rtt109 Vps75 = blocks Candida albicans Rtt109/Vps75 acetyltransferase activity | Q5AAJ8 | purified Rtt109/Vps75, ThioGlo CoA-SH fluorescence, 4 h | inhibition, % at 34.9 µM | actives 0.16% (n = 330,000) | AID 540336;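 active means inhibition of at least 50% in every replicate; inconclusive means best replicate reaches 50% inhibition but some replicates fall short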
# Target sequence (Q5AAJ8 whole entry, looked up): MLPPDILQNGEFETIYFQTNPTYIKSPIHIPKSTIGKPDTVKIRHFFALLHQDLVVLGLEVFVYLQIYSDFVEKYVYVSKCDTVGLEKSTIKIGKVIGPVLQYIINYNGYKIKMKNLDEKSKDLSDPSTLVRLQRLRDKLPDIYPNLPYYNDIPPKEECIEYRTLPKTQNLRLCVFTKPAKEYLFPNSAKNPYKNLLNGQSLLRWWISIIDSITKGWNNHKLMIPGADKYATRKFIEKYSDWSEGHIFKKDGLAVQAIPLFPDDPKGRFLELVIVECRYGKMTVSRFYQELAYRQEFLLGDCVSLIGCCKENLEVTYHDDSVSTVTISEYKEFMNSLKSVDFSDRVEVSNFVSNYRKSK
# MITF TRPM1 HTS = MITF TRPM1 promoter activation in melanoma cells; activation, % at 12.5 µM; AID 588334; actives 0.75% (n = 300,000); SK-MEL-5 TRPM1-promoter luciferase, 24 h; % of positive control, neutral wells = 0;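 active means mean activation of at least 80% with every replicate also reaching 80%; inconclusive means mean reaches 80% but some replicate falls short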;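 further: 0% = neutral control wells and 100% = parthenolide positive control wells; values of inactives mirror those of a sister screen read the other way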
# Tat transport = inhibitors of E. coli Tat protein transport | AID 488895 | E. coli MC4100 TorA-mCherry Tat export, fluorescence | inhibition, % at 10 µM | actives 0.036% (n = 340,000);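 active means mean replicate inhibition at least 50% and at least half of replicates individually reaching 50%; inconclusive means only one of the two criteria met; inactive means neither criterion met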;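 further: exported cargo escapes ClpAP degradation while cytoplasmic cargo is degraded and loses fluorescence; 0% = median of neutral control wells and 100% = median of NaSCN control wells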
# Active calls of the source: *; i = inactive; ? = inconclusive; . = not tested or not shown.
dFosB act	CAL PDZ FP-1	CDK5 inh	RTF Ca sens act	CAL PDZ FP-2	Wnt bcat act	V-ATPase pH	Rtt109 Vps75	MITF TRPM1 HTS	Tat transport	smiles
-7	-3	1.4	3	-1.6	0	-1	.	.	-7	COc1cc(/C=N/NC(=O)c2cc(-c3cccc(Br)c3)nc3ccccc23)cc(OC)c1O
-8	.	-1.8	3	-2.0	.	6	9	3	-6	Cc1ccc(CN2CCN(CC(=O)N=Nc3c(O)[nH]c4ccccc34)CC2)cc1
1	-1	-1.1	-4	-0.5	-4	4	-5	-2	0	CN(c1ccc(C(=O)NC2CC2)cc1)S(=O)(=O)c1ccccc1
-5	-3	0.9	-6	-1.2	1	0	6	18	3	Cn1ccnc1C(=O)c1ccc(S(=O)(=O)N2CCCC2)cc1
4	1	1.8	-4	-0.6	-3	-5	1	5	3	O=C(Cn1[nH]c(=O)c2ccccc2c1=O)N1CCN(S(=O)(=O)c2ccc(Cl)cc2)CC1
0	.	-0.9	-5	0.7	-4	-3	2	-1	-2	CSCCC(NC(=O)COc1ccccc1)C(=O)N1CCCCCC1 (stereo unspecified)
0	5	-2.3	7	0.0	0	2	8	-11	-5	O=C1NN=C(CSc2n[nH]c(=S)s2)CS1
-9	.	-0.5	-4	-0.6	-1	-3	27	0	11	COc1ccc(/C=C2\CCCC3C2=NN(C(=O)CSc2n[nH]c(N)n2)C3c2ccc(OC)cc2)cc1 (stereo unspecified)
-6	-2	0.8	0	0.0	-1	1	7	-1	6	COc1cc(C(=O)NC(CCSC)C(=O)OCC(=O)NC(=O)C2CCCCC2)cc(OC)c1OC (stereo unspecified)
-1	.	-0.4	3	-0.7	7	0	-6	-15	4	COc1cc(/C=N/NC(=O)CCC(=O)NC2CCCCC2)ccc1C
-6	-5	-2.0	11	-0.2	0	1	-5	-4	-1	Cc1cc(OCCCCN2C(=O)NC(C)(C)C2=O)ccc1[N+](=O)[O-]
-8	.	-0.2	11	-0.4	-1	-4	5	20	-4	CCOC(=O)C1=C(Nc2ccc(Cl)cc2)OCC1=O
5	.	-4.5	1	0.1	1	4	0	.	-7	COc1ccc(/C=C(/C#N)C(=O)Nc2ccc(O)cc2)cc1C(=O)O
-4	9	1.5	-1	-0.9	-3	-1	0	5	-19	COc1cc(-c2n[nH]c(=S)n2-c2cccc(C(F)(F)F)c2)cc(OC)c1OC
-2	6	-2.2	3	-1.1	-2	0	-5	16	5	COc1cc(OC)cc(C(=O)NCC(=O)OCC(=O)N2CC(C)CC(C)C2)c1 (stereo unspecified)
-5	-3	10	-6	-1.3	0	1	-5	-17	1	COc1cc(/C=C(\C#N)C(=O)Nc2cccc3ncccc23)cc(OC)c1OC
-8	.	1.1	-5	1.4	.	-1	-3	-15	3	CC(C)c1onc(C(=O)N2CCN(c3ccc(F)cc3)CC2)c1[N+](=O)[O-]
4	-4	0.6	1	0.3	-4	-1	-5	-1	-3	O=C1CCN(Cc2ccc([N+](=O)[O-])cc2)CCN1CCO
-4	5	0.0	-1	-0.8	-2	1	9	1	-2	COc1ccc2[nH]cc(CCNC(=O)C3CC(=O)N(c4ccc(Cl)cc4)C3)c2c1 (stereo unspecified)
-5	20	-0.1	-4	0.4	3	2	4	-5	6	CC(C)Oc1ccc(/C(O)=C2/C(=O)C(=O)N(CCN3CCNCC3)C2c2ccc(C(C)C)cc2)cc1 (stereo unspecified)
0	.	-0.5	5	-0.3	.	1	10	4	-5	Cn1nnc(NC(=O)c2ccco2)n1
-9	-1	0.1	-4	0.1	-5	0	6	17	-9	Cc1ccn2c(=O)nc(SCC(=O)N3CCCC3)nc2c1
-9	.	-2.1	8	-0.4	-1	0	-14	-8	-3	Nc1nnc(-c2ccc(Cl)c([N+](=O)[O-])c2)s1
-7	-1	-1.3	2	-1.3	-1	5	9	0	14	COc1ccccc1C(CNC(=O)COc1cc(C)ccc1Cl)N1CCCC1 (stereo unspecified)
-12	-2	0.3	-1	-2.9	0	-1	12	1	-4	Cc1oc2c(CN3CCCCC3)c(O)ccc2c(=O)c1-c1ccc(Br)cc1
-9	-2	-1.6	0	-1.2	0	5	.	7	-5	C/C(=N/N1CCN(Cc2ccccc2)CC1)c1ccc(Br)cc1
2	0	0.4	-2	-0.6	.	2	19	-19	-5	COc1cccc(C2CC(C(F)(F)F)n3ncc(C(=O)O)c3N2)c1 (stereo unspecified)
0	-20	-0.9	8	-2.0	0	-2	i	3	1	CN1CCN(Cc2c(O)ccc3cc(-c4ccccn4)c(=O)oc23)CC1
-11	-6	-0.3	1	-2.4	.	-1	8	-20	7	COc1cc(S(=O)(=O)N2CCOCC2)ccc1NC(=O)c1cc2c(s1)CCC2
-2	.	-0.6	-5	-4.2	.	0	-8	-8	-4	COc1ccc(OC)c(NC(=O)C23CC4CC(C2)CC(n2cnc(Br)n2)(C4)C3)c1

dFosB act	CAL PDZ FP-1	CDK5 inh	RTF Ca sens act	CAL PDZ FP-2	Wnt bcat act	V-ATPase pH	Rtt109 Vps75	MITF TRPM1 HTS	Tat transport	smiles
5	0	-1.7	1	-1.0	.	.	3	-5	2	COc1ccc(NC(=O)c2cc(OC)c(OC)cc2OC)c(S(=O)(=O)N2CCOCC2)c1
4	0	-0.9	0	-0.2	0	-1	-3	-3	3	CCCc1nnc(SCC(=O)N(CC)CC)n1CC1CCCO1 (stereo unspecified)
-4	0	-0.9	2	.	.	-1	-8	.	-4	CCOC(=O)c1c(NC(=O)CC(C)C)sc(C(C)=O)c1C
3	-5	-0.1	-7	-0.9	0	-1	2	.	1	CCOCC(=O)Nc1ccc(S(=O)(=O)Nc2nccs2)cc1
1	-2	1.7	3	-2.9	-4	-1	-5	3	-11	Cc1c(NC(=O)CCSCCc2ccccn2)cccc1[N+](=O)[O-]
-8	0	-0.2	8	-0.1	-2	2	13	.	?	NNC(=S)Nc1ccc(OC(F)(F)F)cc1
7	-6	-1.5	7	0.1	-1	3	2	.	25	c1ccc(Cn2c[n+](Cc3ccccc3)cn2)cc1
3	-3	1.6	-4	-1.0	6	0	1	11	2	COCCNC(=S)N/N=C/c1ccc([N+](=O)[O-])cc1
1	-1	0.0	14	.	1	-2	10	.	-8	Cc1ccc(-n2c(SCC(N)=O)nnc2-c2ccccn2)cc1
5	-5	-1.7	2	-0.1	-4	-2	-5	-9	-15	Nc1c(C2CCCCC2)c(=O)on1C(=O)c1ccccc1
-4	-6	-3.2	1	-0.2	5	2	-20	18	-1	Cn1c(-c2ccc(F)cc2)cnc1SCC(=O)N1CCCc2ccccc21
-11	-5	-2.6	4	-2.8	-2	-5	2	-9	9	CCC1=C(OC(=O)N(CC)CC)N2C(=O)OC(=NCc3ccccc3)[C@]2(C)[C@H]2C1=CC[C@H]1C(=O)N(c3ccccc3)C(=O)[C@H]12
-2	10	2.7	3	-1.7	-2	-2	-6	-9	4	Cc1ccc(S(N)(=O)=O)cc1NC(=O)/C=C/c1cccs1
-5	2	0.4	1	-1.0	-12	-11	3	-18	2	COc1cccc(-c2cc(=O)c3cc(NC(=O)c4ccccc4)ccc3[nH]2)c1
-4	-2	0.1	1	0.6	-2	0	-8	-7	-3	COc1ccc(Cl)cc1NC(=O)CN(C)C(=O)c1ccc(-n2cncn2)cc1
-6	-7	1.2	-7	-0.6	-3	2	-5	1	0	CCN1CCN(c2ccc(NC(=O)c3cccc(S(=O)(=O)N4CCCC4)c3)cc2)CC1
-6	-8	1.1	3	-3.6	-6	-1	0	16	-4	CCC(=O)NC1(C(F)(F)F)C(=O)NC(C)=C1C#N (stereo unspecified)
4	-2	-2.1	-5	-1.2	2	8	15	-15	11	COCCn1c(=N)c(C(=O)NCc2ccco2)cc2c(=O)n3ccccc3nc21
3	0	1.5	-9	-1.2	2	-3	-4	.	-4	COc1ccc(Oc2coc3cc(O)ccc3c2=O)cc1
-5	.	-0.6	2	-0.6	.	-7	-5	6	4	Cc1cccc(NC(=O)CCSc2nncn2C)c1
4	-8	-1.3	2	-0.4	.	0	-6	.	-1	Cc1ccc(-c2nc(CSCC(=O)NCCCN3CCOCC3)c(C)o2)cc1
-2	-11	-0.2	-7	-1.1	4	-4	2	.	-10	CN(C)Cc1c(C(=O)N/N=C/CCc2ccccc2)nnn1-c1nonc1N
-6	-10	0.9	2	-1.3	.	0	-34	17	3	O=C(CN1C(=O)c2cccc3cccc1c23)NCc1cccnc1
0	0	-2.3	-5	0.1	-2	3	3	8	3	C[C@H](CO)N1C[C@H](C)[C@@H](CN(C)S(=O)(=O)c2cccs2)Oc2c(NC(=O)Cc3ccccc3)cccc2C1=O
-11	-6	1.3	-9	0.7	7	-9	5	3	-8	CCOC(=O)c1sc(NC(=O)c2sc(C)nc2C)nc1C
-1	1	-0.6	2	-2.5	.	-2	24	2	-4	CCOC(=O)CSc1nnc(-c2ccc(S(=O)(=O)NCc3cccs3)cc2)o1
-1	-2	1.0	3	1.0	-3	3	8	-1	5	CCN1CCN(c2ccc([N+](=O)[O-])cc2S(=O)(=O)N2CCOCC2)CC1
5	-8	0.3	11	-1.9	-4	0	-4	-4	-19	C=CCn1c(=O)c2ccccc2n2c(SCC(=O)Nc3sc(C(=O)N(CC)CC)c(C)c3C(=O)OCC)nnc12
-1	-3	-0.1	0	-1.4	-2	1	7	-10	-6	Cc1c(-c2nnc(SCC(=O)O)n2-c2ccccc2Br)nnn1-c1ccccc1
5	1	1.4	2	1.4	.	0	17	16	-4	Cc1occc1C(=O)NNC(=S)Nc1cccc([N+](=O)[O-])c1

dFosB act	CAL PDZ FP-1	CDK5 inh	RTF Ca sens act	CAL PDZ FP-2	Wnt bcat act	V-ATPase pH	Rtt109 Vps75	MITF TRPM1 HTS	Tat transport	smiles
5	0	0.1	-3	-2.1	-4	-1	2	-10	1	N#CC1(c2ccccc2)CCCN1C(=O)c1ccco1 (stereo unspecified)
2	4	-1.0	3	0.2	.	-2	-13	4	-11	N/C(CC(=O)NCCOc1ccccc1)=N\O
-5	0	-9.8	7	-0.6	-2	0	-2	-4	13	COC(=O)C1=C(C)NC(=O)NC1c1ccc2ccccc2c1 (stereo unspecified)
-1	-1	-0.9	1	-0.6	.	2	-5	.	-4	Cc1ccc(N2CCN(CC(O)COC3CCCCC3)CC2)cc1 (stereo unspecified)
0	1	0.1	-1	-0.7	20	-4	-2	54	5	COc1cccc(C(=O)N=c2sc3c(C)ccc(OC)c3n2C)c1
0	-3	-0.8	0	-2.0	2	-3	-9	-19	1	CCC1CCCCN1C(=O)c1ccc([N+](=O)[O-])o1 (stereo unspecified)
9	-2	-0.3	0	-1.0	.	-1	-6	0	2	CCCS(=O)(=O)N1CCCC(C(=O)NCCCN(Cc2ccccc2)C(C)C)C1 (stereo unspecified)

# Results in Wnt bcat act, for two of the compounds above:
Compound	Wnt bcat act
Cn1ccnc1C(=O)c1ccc(S(=O)(=O)N2CCCC2)cc1	1
COc1cccc(-c2cc(=O)c3cc(NC(=O)c4ccccc4)ccc3[nH]2)c1	-12

# Source: PubChem
